NOD2-RIPK2 inh – NOD2-RIPK2 binding disruptors in cells, primary screen, fluorescence, CHO cells, BLA complementation. inhibition, % at 4.98 µM. 360,000 tested, 0.38% active. CCF4 ratio. AID 624267, 2012. Receptor-interacting serine/threonine-protein kinase 2 (Homo sapiens), O43353; in the data active = inhibition above about 21%;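 also: 0% = vehicle only and 100% = reference blocker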
Granule exo inh – LAMP-1 surface exposure blockers, TALL-104 cells – cell-based, flow cytometry, MLPCN library, primary screen | TALL-104 LAMP-1 surface exposure; cells stimulated with thapsigargin and PMA | inhibition, % at 10 µM | 360,000 tested, 0.66% active;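 active = inhibition above about 55%, limit read from the data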
NCOA2 inhibitor – inhibition of GAL4-SRC2 driven luciferase reporter, primary screen, SRC2 inhibitor project, cell-based, luminescence. Nuclear receptor coactivator 2 (Homo sapiens), Q15596. HEK293 GAL4-SRC2 luciferase reporter. inhibition, % at 9 µM. 370,000 tested, 0.17% active. AID 651957, 2012;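 active = inhibition above the mean inhibition of all tested compounds plus 3 SD, set per campaign, cut at about 52% in these data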;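 also: 0% = DMSO treated cells and 100% = cells given Gossypol at 36 µM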
Target sequence (Q15596 whole entry, looked up, the tested form may be a part): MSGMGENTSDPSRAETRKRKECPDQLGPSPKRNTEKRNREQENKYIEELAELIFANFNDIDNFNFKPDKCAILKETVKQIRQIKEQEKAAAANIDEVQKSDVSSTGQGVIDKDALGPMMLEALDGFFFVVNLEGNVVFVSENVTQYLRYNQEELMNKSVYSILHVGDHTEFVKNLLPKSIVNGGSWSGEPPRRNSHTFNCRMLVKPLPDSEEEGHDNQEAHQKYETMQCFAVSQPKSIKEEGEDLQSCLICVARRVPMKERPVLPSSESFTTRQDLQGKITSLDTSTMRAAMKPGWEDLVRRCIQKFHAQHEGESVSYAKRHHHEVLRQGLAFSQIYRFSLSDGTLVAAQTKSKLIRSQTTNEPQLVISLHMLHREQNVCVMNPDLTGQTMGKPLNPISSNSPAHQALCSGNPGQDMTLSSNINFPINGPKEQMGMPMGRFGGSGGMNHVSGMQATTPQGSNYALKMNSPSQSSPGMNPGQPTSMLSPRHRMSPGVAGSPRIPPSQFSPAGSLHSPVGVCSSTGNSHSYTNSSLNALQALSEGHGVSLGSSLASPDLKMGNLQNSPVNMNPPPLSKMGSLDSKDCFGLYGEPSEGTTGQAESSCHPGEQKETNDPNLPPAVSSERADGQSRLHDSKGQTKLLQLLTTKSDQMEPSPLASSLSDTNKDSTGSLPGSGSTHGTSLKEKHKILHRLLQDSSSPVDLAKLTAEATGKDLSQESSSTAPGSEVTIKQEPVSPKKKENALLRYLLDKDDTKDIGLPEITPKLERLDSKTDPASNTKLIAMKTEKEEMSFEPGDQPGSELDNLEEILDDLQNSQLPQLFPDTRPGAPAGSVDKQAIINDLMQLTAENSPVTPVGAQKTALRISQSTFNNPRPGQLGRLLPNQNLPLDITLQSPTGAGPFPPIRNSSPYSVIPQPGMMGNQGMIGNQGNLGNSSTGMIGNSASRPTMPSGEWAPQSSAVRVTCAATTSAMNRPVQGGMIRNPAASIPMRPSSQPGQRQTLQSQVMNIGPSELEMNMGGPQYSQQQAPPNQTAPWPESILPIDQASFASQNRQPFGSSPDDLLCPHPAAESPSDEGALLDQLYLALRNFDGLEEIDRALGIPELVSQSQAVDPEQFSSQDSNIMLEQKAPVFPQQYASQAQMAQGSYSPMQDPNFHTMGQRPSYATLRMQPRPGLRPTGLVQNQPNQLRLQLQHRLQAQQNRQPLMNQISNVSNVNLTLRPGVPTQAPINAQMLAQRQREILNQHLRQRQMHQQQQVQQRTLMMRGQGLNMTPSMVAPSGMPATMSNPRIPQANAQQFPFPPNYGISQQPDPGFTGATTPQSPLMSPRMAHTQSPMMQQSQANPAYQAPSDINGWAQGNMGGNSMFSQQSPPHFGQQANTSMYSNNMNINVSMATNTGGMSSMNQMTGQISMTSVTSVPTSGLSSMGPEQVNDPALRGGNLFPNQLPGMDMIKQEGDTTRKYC
TLR9-MyD88 block – inhibitors of TLR9-MyD88 association in cells, primary screen, cell-based, CHO, BLA complementation, fluorescence | Toll-like receptor 9 (Homo sapiens) + Myeloid differentiation primary response protein … | CCF4 FRET ratio | inhibition, % at 4.98 µM | 340,000 tested, 0.21% active | AID 504734, 2011;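 active = inhibition above the mean over all tested compounds plus 3 SD, cut at about 21% in these data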;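 also: 0% = DMSO only wells and 100% = clavulanate BLA inhibitor control wells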
COUP-TFII inh – NR2F2 transcriptional activity inhibitors, primary screen, cell-based, luciferase reporter, HEK293T, luminescence; COUP transcription factor 2 (Homo sapiens), P24468; HEK293T NGFI-A luciferase reporter; inhibition, % at 8.6 µM; 370,000 tested, 0.7% active;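 active = inhibition above a per-plate cutoff, mean inhibition of test wells between control levels plus 3 SD, cut at about 38% in these data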;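 also: cells cotransfected with COUP-TFII expression vector driving the NGFI-A reporter; 0% = median of COUP-TF2 test wells and 100% = reporter-only cells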
ABHD5-PLIN5 inh – ABHD5-PLIN5 interaction inhibitors, primary screen, cell lysate, split luciferase complementation, luminescence; Perilipin-5 (Homo sapiens) + 1-acylglycerol-3-phosphate O-acyltransferase ABHD5 (Homo …; Split G. princeps luciferase complementation, 4 h; inhibition, % at 4 µM; 360,000 tested, 0.78% active; AID 602281, 2012;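 active = inhibition above the mean inhibition across every tested compound plus 3 SD, cut at about 22% in these data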;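 also: 0% = DMSO only wells and the 100% control is not disclosed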
NR5A2 inv ag – LRH-1 (NR5A2) inverse agonists, primary screen, cell-based, luminescence, HEK293T, StAR-luciferase reporter. LRH-1 transfected, 24 h. AID 602396, 2012. 360,000 tested, 0.13% active. inhibition, % at 3.6 µM. Nuclear receptor subfamily 5 group A member 2 (Homo sapiens), O00482;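 active = inhibition above the mean inhibition of all tested compounds plus 3 SD, cut at about 73% in these data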;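 also: 0% = DMSO wells and 100% = reporter-only cells lacking LRH-1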
NCOA1 inh – SRC1 coactivator transcriptional activity inhibitors, primary screen, cell-based, luminescence; Nuclear receptor coactivator 1 (Homo sapiens), Q15788; HEK293 GAL4-SRC1 luciferase reporter; inhibition, % at 3.6 µM; 360,000 tested, 0.12% active; AID 588354, 2011;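 active = inhibition above the campaign mean plus 3 SD, with each screening campaign given its own cutoff, cut at about 60% in these data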;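 also: 0% = DMSO treated cells and 100% = gossypol at 36 µM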
TROY signal inh – inhibitors of TROY-driven NF-kB signaling, primary screen, Q293 LMP1-TROYcd cells, NF-kB luciferase, uHTS | Q293 LMP1-TROYcd NF-kB luciferase reporter, 4 h | AID 1347056, 2019 | 360,000 tested, 0.98% active | inhibition, % at 10 µM;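 active = compounds whose plate-normalised and pattern-corrected inhibition of the luciferase reporter signal at the single screening dose is 50% or more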
SRC3 inh – SRC3 coactivator transcriptional activity inhibitors, primary screen, cell-based, luminescence; Nuclear receptor coactivator 3 (Homo sapiens), Q9Y6Q9; HEK293 GAL4-SRC3 luciferase reporter; inhibition, % at 3.6 µM; 360,000 tested, 0.17% active; AID 588352, 2011;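 active = inhibition above a per-campaign cutoff, the mean of all compounds plus 3 SD, cut at about 60% in these data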;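 also: 0% = DMSO-treated cells and 100% = gossypol-treated cells at 36 µM; higher means less SRC3-driven luciferase light from the GAL4 reporter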
TWEAK Fn14 block – inhibitors of TWEAK-Fn14 signaling, primary screen, luciferase reporter cells, uHTS; TWEAK-stimulated Fn14 reporter cells, luciferase luminescence, 8 h; inhibition, % at 10 µM; AID 1159606, 2016; 360,000 tested, 2% active; in the data active = inhibition above about 50%
* marks the source's active call; other numbers are inactive results; . = not tested or not shown.

no.	SMILES	NCOA1 inh	Granule exo inh	TROY signal inh	TWEAK Fn14 block	COUP-TFII inh	NOD2-RIPK2 inh	SRC3 inh	NCOA2 inhibitor	NR5A2 inv ag	ABHD5-PLIN5 inh	TLR9-MyD88 block
1	CC(C)(C)Nc1nc2cc([N+](=O)[O-])ccc2o1	-7	0	-10	-6	-6	2	-7	-14	15	5	-3
2	CC(C)CCNC(=O)CCCOc1cc(=O)n(C)c2ccccc12	-21	-4	-2	2	-89	-7	6	-52	7	1	5
3	COc1ccccc1NC(=O)COc1cccnc1[N+](=O)[O-]	-3	2	-7	-10	4	-12	-5	8	-18	4	-7
4	O=C(N1CCN(c2ccccc2)CC1)C1(c2cccs2)CCOCC1	-5	1	8	2	.	-1	9	.	-19	1	-5
5	Cc1cccc(C(=O)N2CCN(c3ccc(N4CCOCC4)nn3)CC2)c1	12	-3	8	2	-1	5	4	-12	-2	2	2
6	CC(C)(C)c1ccc(S(=O)(=O)N2CCN(Cc3cc4c(cc3O)OCO4)CC2)cc1	4	-2	-16	-11	20	1	-4	8	4	3	-11
7	O=C(O)CCC(=O)N(Cc1ccccc1)Cc1ccccc1	-32	-8	-1	-17	1	7	20	-5	-4	-6	-7
8	O=C(N/N=C/c1ccc(OC(F)F)cc1)c1ccc(Br)cc1	-4	-12	-43	14	-18	-4	14	-13	-15	-2	9
9	CCOc1ccc(NC(=O)CC2SC(=O)N(c3ccccc3)C2=O)cc1 (stereo not given)	0	37	-26	1	0	6	-3	-14	-24	-17	8
10	CCOC(=O)c1cc2occc2n1CC(=O)N1CCCc2ccccc21	-1	-3	1	1	-3	4	1	1	14	-5	-1
11	CCc1ccc2c(c1)c1nc(C)sc1n2CC(=O)OC	-17	-1	-2	-10	-4	8	2	-7	5	-38	6
12	Cn1cc(CN2CCCC(C(=O)c3cc(F)ccc3F)C2)c2ccccc21 (stereo not given)	4	0	-2	1	-8	1	8	7	-1	3	-5
13	Cn1cc(CN2CCc3sccc3C2)c(-c2ccccc2F)n1	2	-4	28	11	-20	2	14	-16	7	-3	-11
14	Cc1noc(NS(=O)(=O)c2ccc(NC(=O)Nc3ccc(Cl)c(Cl)c3)cc2)c1C	-4	1	13	26	-12	12	-6	3	1	-2	3
15	COCCNC(=O)C1(C)CCCN(C(=O)c2cccc(C#N)c2)C1 (stereo not given)	2	2	-18	-3	-4	-10	-8	-12	-17	0	.
16	O=C(OC1CCOC1=O)c1cc(-c2ccc(Br)cc2)nc2ccccc12 (stereo not given)	4	20	-11	8	0	-3	-2	9	-6	5	12
17	O=C(OCc1cn([C@@H]2C[C@H](c3ccc(Cl)cc3)N(C(=O)c3cccs3)C[C@H]2O)nn1)c1ccccc1	-11	-2	-5	12	1	-8	5	17	-5	-2	1
18	COC(=O)[C@@]1(Cc2ccc(F)cc2)[C@H]2c3cc(C(=O)N(C)C)n(CCc4c[nH]c5ccc(O)cc45)c3C[C@H]2CN1C(=O)c1ccccc1	.	1	-17	8	17	8	.	6	0	6	.
19	Cn1c(=O)oc2cc(S(=O)(=O)NCCCN3CCCC3=O)ccc21	-22	1	-1	4	10	-5	4	-5	-4	0	6
20	CCCCNC(=O)C1(C)CCN1C(=O)Cc1ccc(OC)cc1 (stereo not given)	5	2	8	2	-4	12	-11	-10	-14	-5	.

The final four entries of the part above lead into the next.
no.	SMILES	NCOA1 inh	Granule exo inh	TROY signal inh	TWEAK Fn14 block	COUP-TFII inh	NOD2-RIPK2 inh	SRC3 inh	NCOA2 inhibitor	NR5A2 inv ag	ABHD5-PLIN5 inh	TLR9-MyD88 block
17	O=C(OCc1cn([C@@H]2C[C@H](c3ccc(Cl)cc3)N(C(=O)c3cccs3)C[C@H]2O)nn1)c1ccccc1	-11	-2	-5	12	1	-8	5	17	-5	-2	1
18	COC(=O)[C@@]1(Cc2ccc(F)cc2)[C@H]2c3cc(C(=O)N(C)C)n(CCc4c[nH]c5ccc(O)cc45)c3C[C@H]2CN1C(=O)c1ccccc1	.	1	-17	8	17	8	.	6	0	6	.
19	Cn1c(=O)oc2cc(S(=O)(=O)NCCCN3CCCC3=O)ccc21	-22	1	-1	4	10	-5	4	-5	-4	0	6
20	CCCCNC(=O)C1(C)CCN1C(=O)Cc1ccc(OC)cc1 (stereo not given)	5	2	8	2	-4	12	-11	-10	-14	-5	.
21	CN(C)CCCn1c(=O)n(CCc2ccccc2)c(=O)c2c3c(sc21)CCCCC3	7	49	-63	-34	-16	8	15	10	-13	0	0
22	COc1cc2c(cc1OC)[C@@H](NC(=O)Cc1ccc(F)cc1)[C@H](OCc1ccccc1)C2	-1	-1	-7	1	0	1	-15	16	0	7	5
23	Cc1nc2c(O)c3c(c(O)c2nc1C)C1C=CC3CC1	89*	10	-6	12	-11	-7	91*	62*	95*	-21	8
24	COc1ccc(NC(=O)CSc2nc(=O)n(CCN3CCOCC3)c3c2CCCC3)c(OC)c1	-5	2	9	0	14	-4	-4	-27	0	9	0
25	Cc1nc2ccccn2c1C(=O)N/N=C/c1ccc([N+](=O)[O-])o1	-15	-1	2	3	19	8	28	3	34	-5	0
26	CCCCC(=O)Nc1ccc(NC(=O)C2CC2)cn1	-17	-1	-18	-8	-18	-2	-5	11	-13	-4	-4
27	CC(C)CC(=O)Nc1cc2c3c(c1)CCN3C(=O)CC2	-17	0	-34	-1	-31	-3	-6	0	3	-1	-1
28	Cc1cc2c(c(=O)o1)C(C1C=CCCC1)C(C#N)=C(N)O2 (stereo not given)	-1	1	2	0	12	-7	-6	11	4	9	-10
29	Cc1nc2sc(C(c3ccco3)N3CCc4ccccc4C3)c(O)n2n1 (stereo not given)	-14	1	14	-16	18	-15	4	-2	-8	15	-7
30	CCOC(=O)c1sc2nc(SC)nc(-c3ccc(Cl)cc3)c2c1N	3	-1	1	-16	1	-6	-15	-26	-16	-1	1
31	COC(=O)CN1C(=O)C2(C(C#N)=C(N)Oc3c2c(C)nn3-c2ccccc2)c2ccccc21 (stereo not given)	-4	0	6	8	10	1	12	-10	-3	-16	-5
32	CN(CC(=O)NCc1ccccc1)S(=O)(=O)c1cnc[nH]1	1	3	12	-4	-12	-1	9	-8	-18	0	-7
33	CCC(NS(=O)(=O)c1ccc(OC)cc1)C(=O)O (stereo not given)	-6	-3	-6	-7	-7	-5	-3	3	-4	2	-5
34	O=C(Nc1cccc2[nH]ncc12)NS(=O)(=O)c1ccccc1	-6	-9	10	17	8	2	-5	-8	-14	-1	11
35	CC1CCCCN1C(=O)c1cc(-c2ccc(Cl)c(Cl)c2)on1 (stereo not given)	-95	0	-8	-10	-22	4	-80	-43	-78	-2	3
36	O=c1c2cc(Br)ccc2nc(-c2ccc([N+](=O)[O-])cc2)n1O	2	-1	13	27	10	3	3	19	1	-4	-1
37	CCOC(=O)c1c(C)[nH]c(C)c1C(=O)CSc1nc2ccccc2[nH]1	2	-2	14	1	6	-2	28	9	10	-5	4
38	O=P(O)(COc1ccccc1)COc1ccccc1	-43	0	-8	-14	-5	-4	-6	-4	-2	0	3
39	Cc1ccc(F)c(NC=C2C(=O)OC(C)(C)OC2=O)c1	4	4	-5	21	-7	7	23	23	-20	10	-14
40	COc1ccc(NS(=O)(=O)c2c(C)cc(C)cc2C)cc1	-6	-2	20	14	2	-7	-16	3	6	-1	17
41	Cc1ccc(S(=O)(=O)N(C)C[C@@H]2Oc3ncc(Br)cc3C(=O)N([C@H](C)CO)C[C@H]2C)cc1	-9	5	-2	3	-2	-1	4	15	17	-1	-3

Some of the compounds tested. The share of hits here may be higher or lower than overall.
